Compound activity (PubChem)
AHR activator – AHR activators, primary screen, cell-based, luminescence, luciferase reporter, human. Aryl hydrocarbon receptor (Homo sapiens), P35869. AHR-responsive luciferase reporter cells. activation, % at 5 µM. 2.5% of 320,000 active; in the data active = activation above about 47%;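 note: 0% = vehicle wells and 100% = reference agonist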
MEP2 TOR yeast – modulators of MEP2-GFP levels in yeast, primary screen, S. cerevisiae, multiplex flow cytometry, MLPCN library | S. cerevisiae MEP2-GFP strain, 3 h; 100% = DMSO control level | 0.51% of 330,000 active | GFP response vs DMSO, % at 10 µM;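 active = GFP response versus DMSO above a set limit, roughly screen mean plus 3 SD, cut at about 180% in these data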;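 note: median GFP fluorescence of the barcode-gated MEP2-GFP cells per well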
CR mimetic SO – reduction of superoxide in aged yeast, primary screen, HTS. S. cerevisiae aged cells, superoxide DHE fluorescence; active compounds read low. 0.18% of 330,000 active. AID 2690, 2010. superoxide response (% of plate mean), % at 10 µM;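 active = superoxide response under a set limit, about three screen SD below normal, cut at about 65% in these data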;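 note: yeast aged for seven days with compound at 30 °C before DHE staining; 100% = average MFI of all compound-treated wells on the plate with controls excluded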
RPL19A TOR yeast – RPL19A-GFP expression modulators in yeast, primary screen, cell-based, S. cerevisiae, multiplex flow cytometry, MLPCN. S. cerevisiae RPL19A-GFP strain, 3 h; active compounds read low. percent response vs DMSO, % at 10 µM. 0.3% of 330,000 active. AID 2025, 2009;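 active = percent response vs DMSO below 50%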;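 note: median channel GFP fluorescence of the barcoded RPL19A-GFP strain; ratio of sample median GFP to plate DMSO average so 100% = DMSO; lower means less RPL19A-GFP as with rapamycin TOR inhibition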
LAP4 TOR yeast – modulators of LAP4-GFP expression in yeast, primary screen, S. cerevisiae, multiplex flow cytometry, MLPCN library; 3 h; median GFP as percent of DMSO wells; GFP response vs DMSO, % at 10 µM; 0.34% of 320,000 active;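 active = GFP response vs DMSO above a set limit, about the screen mean plus 3 SD, cut at about 150% in these data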
procasp3 activ – activators of human procaspase-3 D3A mutant, primary screen, biochemical, absorbance, PC-3 D3A mutant, single concentration. Caspase-3 (Homo sapiens), P42574. activation, % at 8.5 µM. AID 463141, 2010. 0.11% of 330,000 active. recombinant procaspase-3 D3A, Ac-DEVD-pNA absorbance 405 nm;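 active = activation above the mean of all tested compounds plus 3 SD, cut at about 21% in these data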;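 note: 0% = DMSO alone and 100% = DMSO wells spiked with extra 5 µM PC-3 D3A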
Target sequence (P42574 whole entry D9A/D28A/D175A): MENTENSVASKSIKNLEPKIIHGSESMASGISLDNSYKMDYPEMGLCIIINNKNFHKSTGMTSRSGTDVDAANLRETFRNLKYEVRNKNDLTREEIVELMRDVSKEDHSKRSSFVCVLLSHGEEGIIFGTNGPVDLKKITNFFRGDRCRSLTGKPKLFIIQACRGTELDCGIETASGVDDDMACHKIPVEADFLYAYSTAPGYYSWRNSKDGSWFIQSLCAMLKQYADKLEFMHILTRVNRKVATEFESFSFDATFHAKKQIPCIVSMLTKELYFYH
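material = Procaspase-3 D3A mutant | probe or stimulus = Ac-DEVD-pNA | compound = single dose, 8.5 µM nominal compound, 0.8% DMSO | timing = 1 h preincubation, 2 h reaction | measured by = 405 nm absorbance of p-nitroaniline, reads at 0 and 120 min | benchmarks = DMSO-only low control, 5 µM PC-3 D3A high control | repeats = singlicate, each compound tested once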
GASC-1 inh – inhibitors of GASC-1 histone demethylase, primary screen, biochemical, fluorescence, DELFIA europium; 0.069% of 330,000 active; GST-JMJD2C(1-420) H3K9me3 demethylation; inhibition, % at 2.35 µM; Lysine-specific demethylase 4C (Homo sapiens), Q9H3R0; AID 2099, 2009;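 active = more than half of a compound's replicate wells show inhibition beyond 50%, single wells judged on their own value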;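 note: signal counts dimethyl H3K9 product captured on neutravidin plate; 0% = median of DMSO wells and 100% = 0.3 times that DMSO median; strong numbers were not always called active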
Target sequence (Q9H3R0 1-420 limits assumed): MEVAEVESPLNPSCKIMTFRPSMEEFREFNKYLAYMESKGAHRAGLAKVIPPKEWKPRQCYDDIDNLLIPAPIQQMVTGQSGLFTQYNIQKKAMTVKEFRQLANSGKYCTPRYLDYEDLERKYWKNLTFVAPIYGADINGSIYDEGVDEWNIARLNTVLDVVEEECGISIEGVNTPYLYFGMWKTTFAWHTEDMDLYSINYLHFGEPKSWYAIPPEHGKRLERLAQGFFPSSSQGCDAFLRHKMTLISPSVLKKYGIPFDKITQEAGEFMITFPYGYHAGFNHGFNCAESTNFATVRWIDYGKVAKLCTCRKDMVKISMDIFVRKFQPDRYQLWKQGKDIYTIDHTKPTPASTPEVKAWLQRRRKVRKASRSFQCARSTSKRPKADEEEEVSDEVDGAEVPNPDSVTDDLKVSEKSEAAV
proCasp7 act – procaspase-7 activators, primary screen, counter-screen for procaspase-3 activator project, biochemical, absorbance, HTS, human; Caspase-7 (Homo sapiens), P55210; recombinant procaspase-7, Ac-DEVD-pNA absorbance 405 nm; D23A/D198A/D206A triple mutant, cannot self-cleave; scale: DMSO 0, 5 µM enzyme 100; activation, % at 8.5 µM; 0.093% of 330,000 active; AID 463210, 2010;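 active = percent activation above the screen-wide mean plus 3 SD, cut at about 25% in these data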
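System: Procaspase-7 triple mutant (PC-7 D3A); measure: % activation from two-timepoint absorbance difference, scaled to controls; times: 1 h compound preincubation, 2 h substrate cleavage, 25 °C; also added: Ac-DEVD-pNA substrate, 400 µM as added; measured by: Epi-absorbance of released pNA at 405 nm, two timepoints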
* hit, by the source's call; x = no result given.

[1] Cc1cc(C)n2cc(CSCc3ccco3)nc2n1
[2] COC(=O)C1=C(N)Oc2cc(C)n(Cc3cccnc3)c(=O)c2C1c1ccccc1OC (stereo not drawn)
[3] CCOc1ccc(Oc2nc(C)cc(OC)n2)nn1
[4] CCc1ccc(OCC(=O)NNC(=O)c2nn(CC)c(=O)c3ccccc23)cc1
[5] CC1=CC(C)(C)n2c(O)c(N=N)c3c(C)ccc1c32
[6] Cn1c(=O)[nH]c(=O)c2c1nc(N1CCN(Cc3ccccc3)CC1)n2CCSc1ncccn1
[7] C#CCCc1cscc1/C=[N+](\[O-])c1ccc(C(=O)OCC)cc1
[8] Cc1nc2ccc(F)cc2cc1C(=O)Nc1ccc(Cl)c(Cl)c1
compound no.	1	2	3	4	5	6	7	8
GASC-1 inh	-3	1	6	11	5	2	-3	3
RPL19A TOR yeast	99	95	99	102	102	101	97	94
MEP2 TOR yeast	118	93	103	113	104	98	95	106
LAP4 TOR yeast	88	92	97	108	104	107	95	100
AHR activator	3	1	1	0	5	1	0	18
proCasp7 act	3	9	-2	3	3	-3	17	2
CR mimetic SO	113	102	106	99	96	101	83	99
procasp3 activ	-9	1	-1	2	-1	8	-2	2

Reprinted from the part before: two entries, followed by the next part.
[7] C#CCCc1cscc1/C=[N+](\[O-])c1ccc(C(=O)OCC)cc1
[8] Cc1nc2ccc(F)cc2cc1C(=O)Nc1ccc(Cl)c(Cl)c1
[9] CC1CC(C)CN(C(=O)Cn2cc(C=O)c3ccccc32)C1 (stereo not drawn)
[10] O=C(CCS(=O)(=O)c1ccccc1)Nc1nc(-c2ccccn2)cs1
[11] CC(C)c1ccc(COc2ccc(C(=O)N3CCOCC3)cc2)cc1
[12] CCCCn1c(SCC(=O)NC2CCS(=O)(=O)C2)nc2ccccc2c1=O (stereo not drawn)
[13] C/C(=N\NC(=S)NCCc1ccccc1)c1ccc(C)cc1
[14] Cc1cc(C)c(S(=O)(=O)Nc2cccc(C(=O)O)c2)cc1S(=O)(=O)Nc1cccc(C(=O)O)c1
[15] COc1ccc(/C=C2/C(=O)OCc3cc(OC)c(OC)cc32)c(OC)c1
[16] CCN(CC)S(=O)(=O)c1ccc(OC)c(NC(=O)c2ccc(=O)[nH]c2)c1
compound no.	7	8	9	10	11	12	13	14	15	16
GASC-1 inh	-3	3	-4	2	4	-6	-3	-12	-9	5
RPL19A TOR yeast	97	94	87	97	101	102	95	102	101	108
MEP2 TOR yeast	95	106	91	97	108	101	101	100	103	104
LAP4 TOR yeast	95	100	96	97	122	92	99	102	92	113
AHR activator	0	18	2	54*	2	4	4	-3	2	-1
proCasp7 act	17	2	0	-1	9	5	3	-3	-2	-4
CR mimetic SO	83	99	95	125	88	89	101	94	84	100
procasp3 activ	-2	2	7	-3	5	-9	2	1	4	0

[17] CCC1CCCCN1CCCNC(=O)c1ccc2c(c1)NC(=O)CS2 (stereo not drawn)
[18] Cc1cccc(C)c1OCc1nc2ccccc2c(=O)n1/N=C/c1c[nH]c2ccccc12
[19] COc1ccc(CCN2C(=O)CC(Cc3ccc(C)cc3)C2=O)cc1OC (stereo not drawn)
[20] Cc1coc2c1c(C)cc1oc(=O)c(CC(=O)NCCCN3CCCC3=O)c(C)c12
[21] O=C(NCc1cccnc1)c1ccc(S(=O)(=O)N2CCCCCC2)cc1
[22] CCOCC(=O)Nc1nnc(COCC)s1
[23] Cc1cccc(NC(=O)CN2CCC(C(=O)c3ccc4c(c3)OCCO4)CC2)c1
[24] O=S(=O)(Cc1ccccc1)Nc1cccc(Br)c1
compound no.	17	18	19	20	21	22	23	24
GASC-1 inh	0	-3	2	17	3	3	19	0
RPL19A TOR yeast	99	110	102	99	96	99	105	103
MEP2 TOR yeast	99	107	107	102	99	102	102	105
LAP4 TOR yeast	104	94	93	101	99	107	93	111
AHR activator	0	102*	1	1	0	1	2	x
proCasp7 act	8	-1	-6	5	-4	-8	6	x
CR mimetic SO	95	91	90	125	96	98	102	107
procasp3 activ	5	0	-1	3	5	7	3	x

[25] CCn1c(COc2ccc(C)cc2)nnc1SCC(=O)Nc1ccc2c(c1)OCCO2
[26] O=C(NCc1ccco1)C1CCCN1C(=O)Nc1ccc(Cl)cc1 (stereo not drawn)
[27] COc1cc(OC)cc(C(=O)NC2=NCCS2)c1
[28] COCCSc1nnc(NS(=O)(=O)c2ccccc2)s1
[29] OC(COc1ccc(F)cc1Cl)CN1CCC(Cc2ccccc2)CC1 (stereo not drawn)
compound no.	25	26	27	28	29
GASC-1 inh	-11	4	13	6	-27
RPL19A TOR yeast	101	98	93	95	100
MEP2 TOR yeast	102	64	82	97	99
LAP4 TOR yeast	114	115	85	100	85
AHR activator	4	1	95*	0	1
proCasp7 act	11	-1	-3	9	-15
CR mimetic SO	109	87	110	101	110
procasp3 activ	-5	-5	10	-4	-8

Structural class, those above with an aryl methoxy group (six)
[2] COC(=O)C1=C(N)Oc2cc(C)n(Cc3cccnc3)c(=O)c2C1c1ccccc1OC (stereo not drawn)
[3] CCOc1ccc(Oc2nc(C)cc(OC)n2)nn1
[15] COc1ccc(/C=C2/C(=O)OCc3cc(OC)c(OC)cc32)c(OC)c1
[16] CCN(CC)S(=O)(=O)c1ccc(OC)c(NC(=O)c2ccc(=O)[nH]c2)c1
[19] COc1ccc(CCN2C(=O)CC(Cc3ccc(C)cc3)C2=O)cc1OC (stereo not drawn)
[27] COc1cc(OC)cc(C(=O)NC2=NCCS2)c1
compound no.	2	3	15	16	19	27
GASC-1 inh	1	6	-9	5	2	13
RPL19A TOR yeast	95	99	101	108	102	93
MEP2 TOR yeast	93	103	103	104	107	82
LAP4 TOR yeast	92	97	92	113	93	85
AHR activator	1	1	2	-1	1	95*
proCasp7 act	9	-2	-2	-4	-6	-3
CR mimetic SO	102	106	84	100	90	110
procasp3 activ	1	-1	4	0	-1	10
